CSN inh – inhibitors of human CSN-mediated cullin deneddylation. Purified CSN, SCF-Nedd8-OG deneddylation, fluorescence polarization. inhibition, % at 12.5 µM. hit rate 0.38% among 360,000;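 active means pattern-corrected inhibition above about 35%, with an unprinted fluorescence ratio check between 0.5 and 1.5, limit read from the data, passing the limit was not always enough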;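 further: 0% = enzyme with substrate and 100% = substrate without enzyme; some results filed as inactive read as strong as hits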
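Test system: purified human Csn5 enzyme expressed in HEK293T cells. Amount: 0.24 nM enzyme. Reagent: SCFSkp2-Nedd8OG substrate at 10 nM final. Schedule: 90 min incubation of compound, enzyme and substrate at room temperature. Detection: fluorescence polarization. Read-out: % inhibition of substrate cleavage by Csn5.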
NadD inh – inhibitors of Staphylococcus aureus NadD; purified NadD enzyme, colorimetric absorbance read-out; inhibition, % at 20 µM; hit rate 0.78% among 360,000; AID 602399; in the data active means inhibition above about 26%; further: some compounds past the cut are filed as inactive
Neddylation inh – blocks human cullin neddylation; TR-FRET cullin neddylation, biochemical; calls only at 25 µM; hit rate 0.58% among 360,000; in the data active means inhibition above about 36%
SUMO1-SIM PPI – alters human SUMO1 binding to SIM partners. P63165. SUMO1 binding to a labelled peptide, TR-FRET, 1 h. inhibition, % at 20 µM. hit rate 0.33% among 360,000; in the data active means inhibition above about 37%
Target sequence (P63165 whole entry, looked up): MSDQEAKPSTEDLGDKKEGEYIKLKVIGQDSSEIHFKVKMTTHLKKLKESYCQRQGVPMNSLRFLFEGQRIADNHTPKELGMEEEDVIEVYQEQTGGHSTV
LMPTP block – LMPTP (human) inhibition. hit rate 0.22% among 360,000. inhibition, % at 20 µM. recombinant LMPTP-A, OMFP fluorogenic substrate, fluorescence intensity;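 active means compounds that cut the enzyme signal by at least half of the control window in the single-dose screen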;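 further: plate controls were DMSO wells with enzyme plus substrate for no effect and substrate without enzyme for full effect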
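Assay system: LMPTP-A phosphatase enzyme | Input: 0.625 nM enzyme | Also added: Fluorogenic phosphatase substrate OMFP at 400 µM final | Compound dosing: One test concentration per compound, 20 µM, with 3% DMSO overall | Schedule: 50 min enzyme reaction at room temperature, protected from light | Signal: Fluorescence intensity | Benchmarks: no-enzyme and uninhibited controls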
Rin1 Abl inh – blocks binding of human Rin1 to Abl | P00519+Q13671 | TR-FRET Rin1/Abl binding, biochemical | inhibition, % at 7.35 µM | hit rate 0.4% among 360,000 | AID 588664; in the data active means inhibition above about 5%, passing the limit was not always enough
Scp1 inh – inhibitors of human Scp-1 phosphatase | Recombinant Scp1, phosphopeptide, malachite green phosphate absorbance | hit rate 0.88% among 340,000 | inhibition, % at 20 µM | Q9GZU7;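 active means inhibition above about 50% at 20 µM, limit read from the data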;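 further: plate controls were DMSO wells with enzyme for no effect and wells lacking enzyme for full effect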
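Incubation: 45 min enzyme reaction at room temperature / System: truncated SCP-1 phosphatase (76-261aa) / Reagent: Phospho 17-mer peptide substrate / Buffer or medium: Acidic Tris acetate buffer with magnesium and detergent / Signal: absorbance at 630 nm / Doses: one concentration, 20 µM, with 1.0% DMSO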
Rpn11 inh – Rpn11 (human) deubiquitinase inhibition | hit rate 0.59% among 360,000 | calls only at 20 µM | human 26S proteasome, Ub4-pepOG fluorescence polarization; 20S core pre-blocked with epoxomicin;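 active means inhibition at 20 µM, scaled to each plate's controls, above about 33%, limit read from the data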
Target sequence (O00487 whole entry, looked up): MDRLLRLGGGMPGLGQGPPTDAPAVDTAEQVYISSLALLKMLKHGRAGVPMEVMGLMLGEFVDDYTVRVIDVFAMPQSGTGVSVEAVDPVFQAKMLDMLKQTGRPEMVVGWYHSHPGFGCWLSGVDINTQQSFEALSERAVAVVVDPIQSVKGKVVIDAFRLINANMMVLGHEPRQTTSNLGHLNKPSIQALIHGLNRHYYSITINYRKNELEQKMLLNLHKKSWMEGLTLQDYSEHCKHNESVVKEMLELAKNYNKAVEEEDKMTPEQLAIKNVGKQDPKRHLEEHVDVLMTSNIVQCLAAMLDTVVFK
STEP inh – STEP (human) phosphatase inhibition. inhibition, % at 20 µM. P54829. AID 588621. hit rate 0.25% among 360,000. recombinant STEP, OMFP fluorogenic substrate, fluorescence;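 active means inhibition at 20 µM, scaled per plate between control wells, above about 37%, limit read from the data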;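 further: 0% = DMSO with enzyme and substrate and 100% = substrate only without enzyme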
Target sequence (P54829 whole entry, looked up): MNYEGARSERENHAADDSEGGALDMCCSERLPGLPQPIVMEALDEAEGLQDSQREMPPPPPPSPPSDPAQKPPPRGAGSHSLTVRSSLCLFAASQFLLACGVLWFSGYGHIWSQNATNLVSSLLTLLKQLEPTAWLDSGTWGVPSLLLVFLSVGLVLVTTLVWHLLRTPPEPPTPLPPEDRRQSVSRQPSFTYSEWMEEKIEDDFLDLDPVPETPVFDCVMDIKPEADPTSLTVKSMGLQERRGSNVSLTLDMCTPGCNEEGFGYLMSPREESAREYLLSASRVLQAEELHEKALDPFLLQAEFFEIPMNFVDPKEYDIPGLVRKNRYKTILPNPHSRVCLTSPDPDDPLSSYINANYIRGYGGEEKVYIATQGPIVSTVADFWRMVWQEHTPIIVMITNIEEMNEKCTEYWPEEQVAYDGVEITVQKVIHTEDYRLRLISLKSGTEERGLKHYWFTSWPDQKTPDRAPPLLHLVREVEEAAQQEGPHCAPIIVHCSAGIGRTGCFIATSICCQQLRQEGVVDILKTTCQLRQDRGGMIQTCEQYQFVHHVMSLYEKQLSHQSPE
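Material: STEP (striatal-enriched tyrosine phosphatase) enzyme, cell-free; Compound dosing: 20 µM single dose in 1% DMSO; Technique: fluorescence read at 480 nm ex / 540 nm em; Times: reaction 20 min, ambient temperature; Medium: 50 mM Bis-Tris pH 6.0 with 2.5 mM DTT and 0.005% Tween 20; Also added: OMFP at 25 µM.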
DNMT1 block – blocks human DNA methyltransferase DNMT1; P26358; DNMT1 molecular beacon, Hinp1I cleavage, fluorescence; inhibition (reported as % activation of signal), % at 10 µM; hit rate 0.83% among 360,000; in the data active means inhibition above about 50%
Starred values were filed as active, the others as inactive; i = inactive; · = not tested or not shown.

structure	CSN inh	NadD inh	Neddylation inh	SUMO1-SIM PPI	LMPTP block	Rin1 Abl inh	Scp1 inh	Rpn11 inh	STEP inh	DNMT1 block
Cc1ccc(-n2c(O)c(/C=C3/C(c4ccccc4)=Nc4ccccc43)c(=O)[nH]c2=O)cc1	-11	6	i	-2	0.8	2	-2	i	1	20
CCOc1cc(OCC)cc(C(=O)N2CCC[C@H]2C(=O)N2CCC[C@H]2C(=O)N[C@@H](C)c2ccccc2)c1	-2	4	i	0	-1.8	·	·	·	·	·
S=C(NCc1ccccn1)Nc1ccc(Cl)c(Cl)c1	2	3	i	-2	0.5	-1	4	i	0	-9
Cn1c(=O)c2c(ncn2CC(=O)N/N=C/c2ccco2)n(C)c1=O	-3	-2	i	-2	-2.1	-3	-1	i	-1	-1
CSc1nc(N)n2nccc2n1	-4	10	i	1	-1.0	0	·	i	2	1
CCOC(=O)c1ccc(NCc2ccc3c(c2)OCO3)cc1	1	-4	i	1	1.8	2	-1	i	0	0
O=C(O)C(CO)N=Cc1c(O)c2ccccc2oc1=O (configuration not stated)	0	1	i	-1	7.5	-1	9	i	10	4
Cc1ccc(C(=O)COC(=O)CCC(=O)NC2CCCCC2)cc1[N+](=O)[O-]	1	1	i	-14	0.1	-3	3	i	-2	4
CCOC(=O)[C@]12CCCC=C1N(Cc1cccc3ccccc13)C(=O)[C@H](CC(=O)NCc1cccc3ccccc13)C2	1	23	i	3	3.1	·	·	·	·	·
CCCCCOc1ccc(/C=C/c2c([N+](=O)[O-])c(=O)n(C)c(=O)n2C)cc1	4	0	i	-5	1.8	1	-8	i	2	5
O=C(CC1C[C@H](C(=O)N2CCOCC2)[C@@]2(CCC3CCCC3)c3[nH]c4ccccc4c3CCN2C1=O)NCc1cccc(C(F)(F)F)c1 (some centres not stated)	4	17	i	1	7.4	-3	-8	i	2	27
O=C(OCc1cc(=O)n2ccsc2n1)C1(c2ccccc2)CC1	4	-6	i	-2	0.7	0	·	i	0	-1
O=c1[nH]c(SCc2ccc([N+](=O)[O-])cc2)nc2[nH]ncc12	-1	-1	i	-6	-0.3	-3	-1	i	-2	1
COCCNC(=O)C1(C)CCN(C(=O)c2ccc3sccc3c2)C1 (configuration not stated)	-1	-2	i	-1	-2.0	-1	·	i	0	2
O=C(c1ccco1)N1CCCN(C(=O)c2ccco2)CC1	-1	4	i	-2	-2.0	0	-4	i	2	1
O=C(CN1CCN(Cc2ccccc2F)C1=O)NCc1ccco1	0	-2	i	-3	-1.1	0	-2	i	-3	-1
Cc1cnc(NC(=O)c2ccc(OCC3CCCO3)cc2)s1 (configuration not stated)	-1	-5	i	1	0.3	0	-4	i	-1	2
Cc1ccc2ncccc2c1[N+](=O)[O-]	5	-4	i	-7	-1.1	-2	-9	i	-2	-1
Cc1cccc(NC(=O)Cn2nc(C(F)(F)F)cc2C2CC2)c1	1	-4	i	1	1.7	0	-8	i	2	-3
CCOc1ccc(CNc2nnnn2C)cc1OC	-2	-9	i	7	0.6	2	-4	i	0	0
Cc1ccc(NC2CCCN(C(=O)c3ccc(F)cc3)C2)cc1C (configuration not stated)	0	-4	i	4	0.3	1	-5	i	-1	-1
COc1ccc(NS(=O)(=O)c2cccc(C(=O)N/N=C/c3c(F)c(F)c(F)c(F)c3F)c2)cc1	0	1	i	-5	21	2	75*	i	0	-4
Cc1ccc(CNC(=O)Cn2ccc(NC(=O)OCc3ccccc3)nc2=O)o1	2	-4	i	6	-2.6	10	-8	i	-2	-2
O=S(=O)(c1ccc(Cl)cc1)N1CCCC1c1nc2ccccc2s1 (configuration not stated)	2	-11	i	3	0.8	-1	-16	i	2	-2
O=C(O)CSc1nnc(Cn2cnc3ccccc32)n1CCc1ccccc1	6	-5	i	5	-1.7	3	2	i	3	4

Look-ups from the entries so far:
CCOC(=O)[C@]12CCCC=C1N(Cc1cccc3ccccc13)C(=O)[C@H](CC(=O)NCc1cccc3ccccc13)C2 – SUMO1-SIM PPI: 3
CCCCCOc1ccc(/C=C/c2c([N+](=O)[O-])c(=O)n(C)c(=O)n2C)cc1 – STEP inh: 2

(list continues)
structure	CSN inh	NadD inh	Neddylation inh	SUMO1-SIM PPI	LMPTP block	Rin1 Abl inh	Scp1 inh	Rpn11 inh	STEP inh	DNMT1 block
CCOc1ccccc1NC(=O)C1=C(C)NC(=O)NC1c1cccs1 (configuration not stated)	-4	2	i	5	0.6	-3	-7	i	-3	-2
C=CCNC(=O)c1ccc(N(Cc2ccccc2)S(C)(=O)=O)cc1	2	-4	i	1	-0.7	-1	5	i	1	2
COc1ccc(N(C)C(=O)c2cnc(N3CCN(c4ncccn4)CC3)c3ccccc23)cc1	3	0	i	2	-0.5	4	-5	i	-1	-6
CCS(=O)(=O)N1CCN(Cc2c[nH]c3ccccc23)CC1	-1	0	i	3	-0.5	-3	-9	i	3	-2
COc1ccccc1-c1nnc(SCC(=O)c2ccc(C3CCCCC3)cc2)n1Cc1ccco1	7	24	i	0	17	-2	20	i	12	-4
CCCCCn1c(=N)c(S(=O)(=O)c2ccc(Cl)cc2)cc2c(=O)n3cccc(C)c3nc21	1	9	i	7	2.9	2	28	i	2	-2
Cc1cc(C)cc(OCCCCCNCCO)c1	-1	-9	i	0	-0.2	3	-4	i	-6	7
O=C(c1ccco1)N1CCN(CC(O)Cn2c3ccccc3c3ccccc32)CC1 (configuration not stated)	5	-1	i	4	-1.1	2	-7	i	-1	-13
CC(=O)c1ccc(N2CCN(C(=O)C3CCCN3S(=O)(=O)c3cccc4nsnc34)CC2)cc1 (configuration not stated)	-1	-1	i	-33	0.4	-2	-5	i	1	3
CCC(c1nnnn1Cc1ccccc1)N(Cc1ccco1)Cc1cc2cc(OC)ccc2[nH]c1=O (configuration not stated)	0	7	i	-14	-1.9	1	-3	i	1	-1
Cc1ccc(C(=O)NCC(=O)N2CCN(S(=O)(=O)c3cccs3)CC2)s1	-8	1	i	1	-0.3	1	-5	i	-4	1
CC(C)c1ccc(NC(=S)N2CCN(C)CC2)cc1	6	5	i	24	0.0	4	4	i	1	2
CCN(CC)C(=O)[C@H]1CC(CC(=O)NCCc2ccccn2)C(=O)N2CCc3c([nH]c4ccc(OC)cc34)[C@]12C (some centres not stated)	-2	-5	i	2	-7.5	-2	-7	i	-4	3
Cc1ccc2oc(-c3ccc(NC(=O)c4cccnc4)cc3)nc2c1	-5	-5	·	-1	1.2	0	-5	i	3	-12
CCN(Cc1cnn(C)c1)C(=O)C1CCC(=O)N(CCc2ccc(OC)cc2)C1 (configuration not stated)	1	-4	i	4	-1.6	1	-3	i	0	-3
O=[N+]([O-])c1ccc(S(=O)(=O)N2CCSC2c2ccco2)cc1 (configuration not stated)	-2	4	i	-42	11	-2	-15	i	2	-2
O=C(O)C1CCCCC1C(=O)Nc1cccc2ccccc12 (configuration not stated)	1	-5	i	-5	-1.7	-4	-11	i	-2	-13
CC(C)C[C@H]1CN(CCCC[C@H]2CNC(=O)C(=O)N2CCc2ccc(O)cc2)C(=O)C(=O)N1CCC1CCCCC1	-2	21	i	-1	1.8	·	·	·	·	·
O=C(NC(NC(=S)Nc1ccc(Cl)cc1Cl)C(Cl)(Cl)Cl)c1cccc([N+](=O)[O-])c1 (configuration not stated)	4	1	i	-3	-0.9	4	0	i	-3	-2
COc1ccc(C(=O)NC2CCN(CC(=O)NCc3cccc(OC)c3)CC2)cc1	-2	-10	i	-2	-1.3	4	-3	i	1	2
CCOc1ccc(CN(C)C(=O)NNC(=O)c2ccc(C)cc2)cc1OC	3	-5	i	4	-1.9	-3	-8	i	-4	1

15 of the compounds above, with values under each structure:
Screens in order: CSN inh	NadD inh	Neddylation inh	SUMO1-SIM PPI	LMPTP block	Rin1 Abl inh	Scp1 inh	Rpn11 inh	STEP inh	DNMT1 block
- Cc1ccc(C(=O)COC(=O)CCC(=O)NC2CCCCC2)cc1[N+](=O)[O-]
  1	1	i	-14	0.1	-3	3	i	-2	4
- CCOC(=O)[C@]12CCCC=C1N(Cc1cccc3ccccc13)C(=O)[C@H](CC(=O)NCc1cccc3ccccc13)C2
  1	23	i	3	3.1	·	·	·	·	·
- CCCCCOc1ccc(/C=C/c2c([N+](=O)[O-])c(=O)n(C)c(=O)n2C)cc1
  4	0	i	-5	1.8	1	-8	i	2	5
- O=C(CC1C[C@H](C(=O)N2CCOCC2)[C@@]2(CCC3CCCC3)c3[nH]c4ccccc4c3CCN2C1=O)NCc1cccc(C(F)(F)F)c1 (some centres not stated)
  4	17	i	1	7.4	-3	-8	i	2	27
- O=C(OCc1cc(=O)n2ccsc2n1)C1(c2ccccc2)CC1
  4	-6	i	-2	0.7	0	·	i	0	-1
- O=c1[nH]c(SCc2ccc([N+](=O)[O-])cc2)nc2[nH]ncc12
  -1	-1	i	-6	-0.3	-3	-1	i	-2	1
- COCCNC(=O)C1(C)CCN(C(=O)c2ccc3sccc3c2)C1 (configuration not stated)
  -1	-2	i	-1	-2.0	-1	·	i	0	2
- O=C(c1ccco1)N1CCCN(C(=O)c2ccco2)CC1
  -1	4	i	-2	-2.0	0	-4	i	2	1
- O=C(CN1CCN(Cc2ccccc2F)C1=O)NCc1ccco1
  0	-2	i	-3	-1.1	0	-2	i	-3	-1
- Cc1cnc(NC(=O)c2ccc(OCC3CCCO3)cc2)s1 (configuration not stated)
  -1	-5	i	1	0.3	0	-4	i	-1	2
- Cc1ccc2ncccc2c1[N+](=O)[O-]
  5	-4	i	-7	-1.1	-2	-9	i	-2	-1
- Cc1cccc(NC(=O)Cn2nc(C(F)(F)F)cc2C2CC2)c1
  1	-4	i	1	1.7	0	-8	i	2	-3
- CCOc1ccc(CNc2nnnn2C)cc1OC
  -2	-9	i	7	0.6	2	-4	i	0	0
- Cc1ccc(NC2CCCN(C(=O)c3ccc(F)cc3)C2)cc1C (configuration not stated)
  0	-4	i	4	0.3	1	-5	i	-1	-1
- COc1ccc(NS(=O)(=O)c2cccc(C(=O)N/N=C/c3c(F)c(F)c(F)c(F)c3F)c2)cc1
  0	1	i	-5	21	2	75*	i	0	-4
